# Assay outcomes: PubChem BioAssay, several laboratories
# BioA inh – M. tuberculosis BioA enzyme inhibitors, primary screen, biochemical, plate reader, single point, HTS; 7,8-diaminopelargonic acid synthase BioA (Mycobacterium tuberculosis); purified M. tuberculosis BioA enzyme; inhibition, % at 9.99 µM; hit rate 0.096% among 360,000; in the data active = inhibition above about 40%
# SSB-PriA inh – inhibitors of Klebsiella pneumoniae PriA binding to SSB C-terminal tail, primary screen, biochemical, AlphaScreen | PriA–SSB C-terminal tail interaction (Klebsiella pneumoniae) | AlphaScreen SSBct-PriA binding, biotinylated peptide | inhibition, % at 33 µM | hit rate 0.6% among 430,000; in the data active = inhibition mostly above about 37%, no sharp cut-off; inactive = mostly below about 20%;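 note: plate controls were negative control peptide for no effect and reference peptide for full effect; strong numbers were not always called active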
# Rv3671c protease – Rv3671c serine protease inhibitors, primary screen, biochemical, fluorescence polarization, M. tuberculosis H37Rv; P9WHR9; inhibition, % at 5.96 µM; hit rate 0.048% among 320,000; AID 2606, 2010; in the data active = inhibition above about 38%;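 note: extracellular domain of Rv3671c used as enzyme; 0% = enzyme with DMSO and 100% = no enzyme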
# Target sequence (P9WHR9 whole entry, looked up, the tested form may be a part): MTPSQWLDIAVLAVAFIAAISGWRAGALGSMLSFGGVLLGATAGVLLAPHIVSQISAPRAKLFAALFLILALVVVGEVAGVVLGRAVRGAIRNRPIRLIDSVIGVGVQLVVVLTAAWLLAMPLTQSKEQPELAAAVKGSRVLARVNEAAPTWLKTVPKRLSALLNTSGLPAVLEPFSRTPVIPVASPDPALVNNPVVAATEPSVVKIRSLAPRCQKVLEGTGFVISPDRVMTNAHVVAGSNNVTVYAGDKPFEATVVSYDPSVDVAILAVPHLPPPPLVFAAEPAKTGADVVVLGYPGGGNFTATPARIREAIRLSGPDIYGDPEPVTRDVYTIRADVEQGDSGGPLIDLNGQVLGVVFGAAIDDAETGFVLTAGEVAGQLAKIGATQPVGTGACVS
# Vc quorum ag – inducers of Vibrio cholerae quorum light production without autoinducers, primary screen, BH1578 luxS cqsA deficient, single point; V. cholerae BH1578 lux reporter, luminescence, 6 h; hit rate 0.16% among 350,000; activation, % at 18.7 µM; AID 588436, 2011; in the data active = activation mostly above about 9.7%, no sharp cut-off; note: not every result past the cut was called active; inactives centre near 0; reference of the scale not given here
# GDH-TPI inh – GDH-TPI coupling enzyme inhibitors, primary screen, artefact control for M. tuberculosis FBA inhibitor project, biochemical, absorbance, full deck; inhibition, % at 4.8 µM; GDH-TPI coupled enzyme counterscreen, NADH absorbance; hit rate 1.2% among 360,000; in the data active = inhibition above about 30%;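 note: 0% = DMSO wells and 100% = wells lacking the enzyme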
# Mtb FBA inh – Mtb FBA enzyme inhibitors, primary screen, biochemical, fluorescence, strain H37Rv | Fructose-bisphosphate aldolase (Mycobacterium tuberculosis (strain ATCC 25618 / H37Rv)), … | purified M. tuberculosis FBA, fluorescence read-out | inhibition, % at 1 µM | hit rate 2.3% among 360,000 | AID 588726, 2011; in the data active = inhibition above about 27%;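 note: 0% = vehicle and 100% = reference inhibitor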
# MazF activator – activators of E. coli MazEF toxin-antitoxin RNase, primary screen, biochemical, fluorescence, uHTS. Endoribonuclease toxin MazF (Escherichia coli (strain K12)), P0AE70. FAM/BHQ RNA-DNA oligo cleavage fluorescence, 5 h. activation, % at 20 µM. hit rate 0.32% among 350,000; in the data active = activation above about 50%
# Target sequence (P0AE70 whole entry, looked up): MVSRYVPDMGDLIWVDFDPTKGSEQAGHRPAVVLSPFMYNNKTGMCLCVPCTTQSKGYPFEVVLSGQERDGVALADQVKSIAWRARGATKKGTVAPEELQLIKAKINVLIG
# Mtb UGM inh – M. tuberculosis UGM enzyme inhibitors, primary screen, biochemical, fluorescence polarization, single point. UDP-galactopyranose mutase (Mycobacterium tuberculosis (strain ATCC 25618 / H37Rv)), …. purified UGM, fluorescence polarization probe displacement. inhibition, % at 10 µM. hit rate 0.06% among 320,000. AID 504406, 2011; in the data active = inhibition above about 10%, passing the limit was not always enough
# SARS 3CLpro inh – SARS-CoV 3CLpro protease inhibitors, primary screen, biochemical, quenched FRET | Replicase polyprotein 1ab (Severe acute respiratory syndrome coronavirus), P0C6X7 | recombinant SARS-CoV 3CLpro, quenched FRET peptide cleavage | inhibition, % at 6 µM | hit rate 0.14% among 290,000 | AID 1706, 2009; in the data active = inhibition above about 12%
# DUSP3 inh – VHR1 phosphatase inhibitors, primary screen, biochemical, absorbance, uHTS. Dual specificity protein phosphatase 3 (Homo sapiens), P51452. recombinant VHR phosphatase, pNPP absorbance. inhibition, % at 13.3 µM. hit rate 0.52% among 290,000. AID 1654, 2009; in the data active = inhibition above about 50%; note: some compounds called inactive have numbers as strong as hits
# Target sequence (P51452 whole entry, looked up): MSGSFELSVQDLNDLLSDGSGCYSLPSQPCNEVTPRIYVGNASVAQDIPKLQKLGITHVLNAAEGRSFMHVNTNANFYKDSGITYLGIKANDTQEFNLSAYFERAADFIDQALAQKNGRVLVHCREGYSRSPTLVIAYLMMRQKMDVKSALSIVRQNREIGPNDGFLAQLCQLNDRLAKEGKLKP
# * hit, by the source's call; i = inactive; · = no result given; & = joins results of further samples. Only part of the results is shown, so the mix of outcomes need not match the whole.
item	SMILES	BioA inh	SSB-PriA inh	Rv3671c protease	Vc quorum ag	GDH-TPI inh	Mtb FBA inh	MazF activator	Mtb UGM inh	SARS 3CLpro inh	DUSP3 inh
1	Cn1c(=O)[nH]c(=O)c2c1nc(N1CCNCC1)n2Cc1cccc2ccccc12	2.0	-12	-1	i	-1	2	-2	1.4	-8	13
2	CCN(CC)C(=O)C1CCC(CNS(=O)(=O)c2cccc3nsnc23)CC1 (configuration not stated)	2.2	-3	7	-0.4	0	-2	15	-1.6	-1	-20
3	COC(=O)c1cc(NC(=O)C2(S(=O)(=O)c3ccc(C)cc3)CC2)cc(C(=O)OC)c1	·	-15	3	-0.1	6	3	6	0.4	-1	-11
4	CCC(C(=O)NC1CCCC1)N(C(=O)Cn1nnc(-c2ccc(C)o2)n1)c1ccc(OC)cc1 (configuration not stated)	0.9	-8	8	-0.3	9	-1	6	-0.6	2	32
5	CCOC(=O)N1CCN(CC(=O)Nc2ccc(C)c(Br)c2)CC1	2.6	-14	-1	-0.2	-3	-1	9	1.4	-2	0
6	CCOC(=O)c1ccc2nc(NC(NC(C)=O)(C(=O)OC)C(F)(F)F)sc2c1 (configuration not stated)	0.9	-11	-3	-0.4	-10	5	0	4.3	6	24
7	Cc1cccc(NC(=O)CC(C)(C)C)c1	-0.6	-11	5	0.9	-8	-2	-16	3.1	6	-12
8	CS(=O)(=O)N(CC(=O)Nc1ccccc1Br)Cc1ccccc1	-1.8	2	-6	i	5	-1	7	-0.4	2	40
9	O=C(NC1=NCCS1)C1CCN(S(=O)(=O)c2ccccc2C(F)(F)F)CC1	0.4	3	3	0.0	15	4	8	0.5	·	·
10	CN(C(=O)CCN1CCCO1)C1CCCN(Cc2ccccc2F)C1 (configuration not stated)	-1.4	-15	-5	0.2	-14	0	-30	-0.1	4	-9
11	COc1ccc(NC(=O)C(=O)NCC(c2ccco2)N2CCc3ccccc3C2)cc1OC (configuration not stated)	-0.5	16	-4	-0.8	-2	-2	-4	0.4	·	·
12	CCCc1cc(=O)[nH]c(SCC(=O)Nc2ccc3c(c2)CCC3)n1	·	-13	-1	-0.5	11	0	2	-0.7	-10	3
13	Cc1cc2ncc(-c3cccs3)nc2cc1C	·	-14	·	i	8	73*	17	-3.6	-5	6
14	CSCCn1c(C(C)(C)C)cc(C(=O)O)c1C	-0.3	6	1	0.6	8	1	3	1.3	-1	17
15	CC(=O)Nc1ccc(S(=O)(=O)NCC2CCC(C(=O)N3CCCCC3)CC2)cc1 (configuration not stated)	-0.1	-14	-3	i	0	0	3	-0.7	-5	11
16	COc1ccccc1-n1c(O)c(C=NCc2ccccn2)c2ccccc2c1=O	·	0	-4	-0.3	13	1	9	-1.4	8	13
17	O=C(NCCCn1ccnc1)c1cc(-c2ccccc2)on1	0.2	3	2	0.4	8	1	-8	-0.1	3	7
18	CCCCN(C=O)c1c(CC)nc2c(OCc3ccc(Cl)cc3)cccn12	3.3	·	·	-0.2	1	-4	·	·	·	·
19	CC(C)c1ccc(NC(=O)COC(=O)Cn2cnc3c2c(=O)n(C)c(=O)n3C)cc1	-0.8	·	·	-0.6	1	-2	-4	·	·	·
20	CCc1ccc(NC(=O)c2cc(-c3ccc(F)cc3)on2)cc1	-0.7	7	2	i	4	0	7	7.2	2	36
21	COC(=O)c1ccc(NS(=O)(=O)c2ccccc2)o1	·	-23	0	-0.1	7	4	5	1.7	4	37
22	C/C(=N\NC(=O)CNC(=O)c1ccc2c(c1)OCO2)c1ccco1	1.1	·	11	-0.8	4	-1	6	-0.7	0	3
23	CCOC(=O)c1[nH]c2ccccc2c1NC(=S)Nc1cccc(C)c1	-0.2	-7	-8	-0.1	-4	6	8	-0.3	5	0
24	Fc1cccc(COc2ccccc2C(=S)N2CCCC2)c1	-1.3	0	0	i	-5	-5	6	-1.2	-3	14
25	Cc1nnc(SCC(=O)c2ccc(C(C)C)cc2)s1	·	-25	-5	-0.6	0	-2	1	-1.2	0	26
26	O=C(CN1C(=O)NC2(CCCCCCC2)C1=O)NCc1ccc(Cl)cc1	2.4	-11	0	-4.0	6	0	1	-1.6	·	·
27	CCC(C)N(CCNC(=O)CC1Oc2ccc(C)cc2NC1=O)C1CCCCC1 (configuration not stated)	-0.9	-9	0	-0.4	-5	1	15	-1.6	2	29
28	CCOC(=O)c1cnc2c(C(=O)OC)cccc2c1NCCN1CCOCC1	0.5	0	-11	i	21	9	0	4.3	-2	21
29	CCOC(=O)/C(=C\c1ccc(C)cc1)NC(=O)c1ccccc1	·	-4	-3	-0.1	0	1	7	0.3	-5	18
30	CCn1c(=S)[nH]c2cc(S(=O)(=O)N3CCCCC3)ccc21	·	9	0	-0.9	2	-2	-7	1.3	2	8
31	CN(CC1CCCO1)S(=O)(=O)c1ccc(C(=O)Nc2ccc3c(c2)OCO3)cc1 (configuration not stated)	·	-2	6	-0.3	6	-3	0	-3.3	2	14
32	Cc1cc(/C=C2\C(=O)NC(=O)N(c3ccc(F)cc3)C2=O)c(C)n1-c1ccc(C(=O)O)cc1	·	-8	4	i	2	-8	-13	-1.3	6	12
33	COC(=O)c1ccc(Oc2nc(C)cc(Oc3ccccc3)n2)cc1	·	-32	-1	-0.3	0	2	-2	-1.0	4	18
34	CCC(C)[C@H](NC(=O)[C@@H]1CSC2c3ccccc3C(=O)N21)C(=O)NCc1ccncc1 (some centres not stated)	1.1	-7	-6	i	-3	-1	4	0.8	-3	17
35	CNc1nc(SCc2ccc(C)cc2)nc2c1CCCC2	1.5	-17	-11	4.0	1	-1	2	-1.6	-4	10
36	O=S(=O)(O)C(c1ccccc1)C1(O)CCCCC1 (configuration not stated)	2.9	-10	·	i	8	-1	1	·	·	·
37	CCOC(=O)c1cnc2c(c(C)nn2CC)c1NC1CC1	0.3	2	1	3.3	-1	2	7	-0.7	-7	8
38	CCCn1cc(CN2CCN(Cc3ccc(C)o3)C(CCO)C2)c(C)n1 (configuration not stated)	·	-1	-7	-3.3	-11	4	-5	1.1	-5	21
39	COc1ccc(C(=O)NCCc2nnc3ccc(SCC(=O)Nc4ccccc4F)nn23)cc1	-1.0	-2	-3	i	0	3	-8	-2.9	1	18
40	Cn1c2ccccc2c2nnc(SCCN3CCOCC3)nc21	-0.6	-12	·	i	17	-1	-11	·	0	9
41	O=C(O)CCCN1C(=O)c2ccc(Oc3cccc([N+](=O)[O-])c3)cc2C1=O	0.4	0	-3	1.0	4	9	3	-0.4	1	15
42	Cc1ccc(Nc2nnc(C(C)(C)C)c(=O)n2N)cc1	·	-9	-6	-0.3	-1	3	-2	-0.5	-2	17
43	O=C(CN1C(=O)c2ccccc2S1(=O)=O)Nc1ncc(Cl)cc1Cl	-3.6	0	12	i	5	-3	-52	2.2	·	·
44	CC(=O)OCC12CC(OC(=O)CC(C)C)C(C)=CC1OC1C(O)C(OC(C)=O)C2(C)C12CO2 (configuration not stated)	·	-1	·	i	3	2	2	·	·	·
45	Cc1ccc(-c2nnc(-n3nnc4ccccc43)c3ccccc23)cc1	0.1	1	-14	i	6	-1	6	0.6	-4	6
46	COC(=O)c1cc(NC(=O)c2c(Cl)cnn2C)cc(C(=O)OC)c1	-1.1	8	10	-0.3	4	-2	-3	-1.2	3	-1
47	COc1cccc(CNC(=O)C2CCN(S(=O)(=O)c3ccc4c(c3)OCCO4)CC2)c1	-0.7	-3	9	-5.3	-10	0	-1	0.2	0	14
48	COc1cccc(NC(=S)NC2CC(C)(C)NC(C)(C)C2)c1	-0.5	-7	0	-1.6	3	-2	6	2.3	-1	2
49	Cc1ccc(N2C(=O)CC(=O)NC2=O)cc1	-0.8	3&-9	3	-0.5	-5	-1	-10	-0.3	2	-10
50	O=C(CN(Cc1ccco1)Cc1ccco1)Nc1cc(S(=O)(=O)N2CCCCC2)ccc1Cl	-1.8	-15	-5	i	3	6	0	0.7	·	·
51	COc1ccc(/C=C/c2noc(-c3ccccc3O)n2)cc1	-1.7	-25	-12	-0.2	-7	-4	0	1.6	-1	-5
52	COc1cc(C(=O)NC(=S)N(CCC#N)Cc2cccnc2)cc(OC)c1OC	5.6	-1	4	1.2	12	0	6	1.3	·	·
53	O=C(CCc1nc2ccccc2c(=O)[nH]1)Nc1ccc(N2CCCCC2)cc1	·	-1	-3	4.2	-1	9	7	2.8	5	-3
54	COc1ccc(C2C(C#N)=C(N)N(c3cccnc3)C3=C2C(=O)CCC3)cc1Cn1cc([N+](=O)[O-])cn1 (configuration not stated)	3.7	2	8	i	6	-7	64*	1.7	5	-1
55	CCCCOCC(O)CN1CCN(C(C)=O)CC1 (configuration not stated)	-0.7	4	4	12	1	5	-1	2.1	-6	12
56	CC(=O)c1cc2c(cc1F)C(C)(C)CCC2(C)C	-1.3	-17	·	i	2	2	1	·	·	·
57	COC(=O)CSc1nc(N)nc(C)c1Cl	·	-3	-5	i	-3	-4	-7	-0.1	7	36
